PglD DTNB: blocks C. jejuni PglD acetyltransferase activity; purified PglD enzyme, DTNB colorimetric CoA detection; inhibition, % at 12.5 µM; hit rate 0.098% among 360,000; AID 602405; in the data active = inhibition above about 16%, passing the limit was not always enough; inconclusive = no clear call, values can overlap the other calls; also: strong numbers were not always called active
E-sel inducer: induces E-selectin expression in human endothelial cells; P16581; HUVEC E-selectin immunofluorescence imaging; normalized: neutral wells 0, TNF-alpha wells 100; activation, % at 7.58 µM; hit rate 0.37% among 260,000;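 active = mean E-selectin-positive cell signal at least 10% of the positive control, reached in at least 60% of replicates, without over 20% cell loss; inconclusive = no rule given, readout overlaps actives, possibly toxicity-flagged; inactive = the rest, including those meeting only one limit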;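 also: in these data hits start at about 27%; measured in HUVEC primary endothelial cells; signal is the percent of cells scored E-selectin positive by PE staining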
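Material: HUVEC primary endothelial cells; Amount: 3,000 cells per well; Dosing: single concentration; Medium: EGM-2 growth medium on 0.1% gelatin-coated wells; Read-out basis: percent E-selectin-positive cells; Signal: immunofluorescence imaging; Control set: TNF-alpha, DMSO.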
RAD54 inh: blocks human RAD54 Holliday junction branch migration | Q92698 | FAM/BHQ fluorescence | inhibition, % at 10.4 µM | hit rate 0.14% among 360,000;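 active = mean normalized replicate activity at least 40 and at least half of replicates scoring 40 or more; inconclusive = only one of the two criteria met; inactive = mean below 40 and under half of replicates reaching 40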;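 also: 0% = median of neutral control wells and 100% = median of positive control wells; inhibitors cause a drop in the FAM fluorescence signal; in these data hits start at about 50%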
Target sequence (Q92698 whole entry, looked up): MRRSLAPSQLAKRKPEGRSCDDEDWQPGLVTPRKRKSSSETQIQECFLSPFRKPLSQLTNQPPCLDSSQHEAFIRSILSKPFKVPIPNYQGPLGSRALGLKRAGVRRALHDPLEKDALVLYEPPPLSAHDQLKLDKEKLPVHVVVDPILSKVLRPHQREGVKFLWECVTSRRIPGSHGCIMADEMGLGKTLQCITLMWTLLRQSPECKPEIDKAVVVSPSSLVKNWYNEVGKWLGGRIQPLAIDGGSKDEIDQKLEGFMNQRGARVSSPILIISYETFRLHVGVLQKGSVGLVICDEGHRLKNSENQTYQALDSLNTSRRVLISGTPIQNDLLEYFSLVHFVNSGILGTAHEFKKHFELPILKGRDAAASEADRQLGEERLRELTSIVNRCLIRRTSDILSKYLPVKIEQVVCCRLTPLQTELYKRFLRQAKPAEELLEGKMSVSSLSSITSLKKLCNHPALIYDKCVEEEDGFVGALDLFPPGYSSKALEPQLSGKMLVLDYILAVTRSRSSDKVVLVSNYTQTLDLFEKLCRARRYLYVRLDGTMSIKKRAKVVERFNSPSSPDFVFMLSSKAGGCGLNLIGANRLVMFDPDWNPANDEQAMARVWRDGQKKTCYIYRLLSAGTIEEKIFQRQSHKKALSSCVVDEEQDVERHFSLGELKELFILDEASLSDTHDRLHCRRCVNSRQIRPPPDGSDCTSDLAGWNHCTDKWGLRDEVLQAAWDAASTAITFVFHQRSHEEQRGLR
Cneo AK release: causes C. neoformans cell lysis; adenylate kinase release luminescence, 4 h; normalised: neutral wells 0, clomiphene wells 100; lysis activity, % at 15 µM; hit rate 0.2% among 360,000; AID 651654;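 active = mean lysis activity across replicates of at least 80%, whatever share of replicates individually reach that level; inactive = mean lysis activity below 80%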
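Assay system: log-phase C. neoformans yeast / Quantity: yeast cell density of 5 × 10^6 cells/mL / Medium: fresh YPD growth medium / Compound: single dose / Timing: static 4 h at 37 °C with compound, 1 h detection / Measured by: adenylate kinase release luminescence / Read-out: lysis from increased AK signal / Benchmarks: Clomiphene as positive lysis control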
ERAP1 inh: blocks human ERAP1 aminopeptidase activity | recombinant ERAP1, Leu-AMC fluorescence, 60 min | AID 652197 | Q9NZ08 | inhibition, % at 10.7 µM | hit rate 0.15% among 340,000;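 active = mean replicate inhibition of at least 30%, or all replicates individually reaching that 30% level; inactive = mean below 30% and not every replicate reaching it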;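 also: 0% = neutral control wells and 100% = L-leucinethiol positive control wells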
miR122 inh: inhibitors of miR-122 in Huh7 cells; hit rate 0.3% among 340,000; Huh7 miR-122 Renilla luciferase sensor, 48 h; neutral wells = 0, positive control = 100; activation (reporter increase), % at 12.5 µM; AID 602342;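 active = mean replicate activation score at least 90 and every replicate individually at or above 90; inconclusive = only one of the two criteria met; inactive = neither criterion met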;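 also: higher luciferase means less miR-122 activity so hits act as miR-122 inhibitors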
PGC1a acetyl inh: modulators of PGC1a acetylation; hit rate 0.17% among 350,000; AID 651687; U2OS PGC1a acetylation, AlphaScreen anti-acetyl-lysine; with virally co-expressed GCN5 acetyltransferase; inhibition, % at 15.6 µM;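 active = every replicate shows inhibition of at least 40%; inconclusive = mean inhibition at least 40% but some replicate below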;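 also: 0% = neutral control wells and 100% = positive control wells; some results beyond the cut were filed as inactive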
RAD52 inh: inhibitors of human RAD52 DNA annealing. recombinant RAD52 DNA annealing, FRET fluorescence. inhibition, % at 18.7 µM. hit rate 0.46% among 360,000. AID 651710;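 active = every replicate showing at least 50% inhibition; inconclusive = mean inhibition at least 50% but not in every replicate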
The depositor's hits bear a star; ? = inconclusive; . = not tested or not shown; [ ] = remark or other dose.

cpd	mol	PglD DTNB	E-sel inducer	RAD54 inh	Cneo AK release	ERAP1 inh	miR122 inh	PGC1a acetyl inh	RAD52 inh
1	COCC(=O)Nc1ccc2c(c1)C(=O)N(C)C[C@H](OC)[C@H](C)CN(Cc1cncnc1)[C@@H](C)CO2	-1	-0.5	-3	-2	-1	-7[16.7 µM]	9	2
2	COC(=O)c1ccc(CNC(=O)c2cc(COc3cncc(Cl)c3)on2)cc1	2	.	-12	10	1	-1	-4	-11
3	CCOC(=O)c1c(NC(=O)c2nn(CC)cc2Br)c(C#N)cn1-c1ccccc1	2	.	0	-2	1	-9	2	-12
4	C[C@@H]1CN([C@@H](C)CO)S(=O)(=O)c2ccc(C3=CCCC3)cc2O[C@H]1CN(C)C	3	-0.6	-5	1	0	-6[16.7 µM]	7	15
5	CN1C(=O)c2cc(NS(=O)(=O)c3ccc(Cl)cc3)ccc2OC[C@H]2O[C@H](CC(=O)O)CC[C@@H]21	5	0.0	4	53	3	6[16.7 µM]	1	4
6	CN(NS(C)(=O)=O)c1ncc(C(F)(F)F)cc1Cl	-11	19	-6	-2	2	0	6	-9
7	Cc1ccc(C(=O)CSc2nnc(-c3ccco3)n2C)cc1	-1	.	-3	-2	-3	-6	-1	-30
8	CCC(=O)N1C[C@@H](C)[C@@H](OC)CN(C)C(=O)c2ccc(NC(=O)c3cc(C)on3)cc2OC[C@@H]1C	0	0.2	7	-4	.	-27[16.7 µM]	-6	.
9	C[C@H]1CN([C@@H](C)CO)S(=O)(=O)c2ccc(-c3ccc(C(=O)N(C)C)cc3)cc2O[C@@H]1CN(C)C(=O)Nc1ccccc1F	-1	0.4	7	0	1	0[16.7 µM]	1	-1
10	Cc1ccc(NC(=O)CN(C)C(=O)COC(=O)CCS(=O)(=O)c2ccc(C)cc2)cc1	0	-0.8	4	-6	-2	.	.	-15
11	O=C(CC1CS(=O)(=O)CC1CC(=O)Nc1ccc2c(c1)OCCO2)Nc1ccc2c(c1)OCCO2 (stereo not given)	-11	3.1	4	-10	4	.	-2	-11
12	Cc1cc(C)n2nc(-c3sccc3-n3c(C)ccc3C)cc2n1	-6	.	-12	1	.	-1	-4	.
13	Cc1ccc(C2=NN(C(=O)COc3ncnc4ccccc34)C(c3ccco3)C2)cc1 (stereo not given)	.	7.6	.	.	1	2	20	-9
14	O=C(NCC[C@H]1CC[C@H](NC(=O)C2CCCC2)[C@H](CO)O1)c1cc(Cl)cc(Cl)c1	1	-0.3	-2	-1	0	8[16.7 µM]	-3	-1
15	COc1ccc2[nH]c(=O)c(CN(C(=O)c3ccncc3)C(C)(C)C)cc2c1	2	.	4	-5	.	-4	1	.
16	COc1ccccc1N(CC1CO1)S(=O)(=O)c1ccc(C)cc1 (stereo not given)	-1	.	-6	0	-2	-8	-2	-3
17	Clc1cccc(Cc2c(C3CCCCC3)nc3ccc(Br)cn23)c1	-6	-0.1	2	9	-3	0	5	-32
18	COc1ccc(CNC(=O)CCNS(=O)(=O)c2cc(Br)cnc2N)cc1	-3	.	10	-1	.	8	18	.
19	FC(F)(F)c1ccccc1Cc1c(-c2cccc(Br)c2)nc2ccc(Cl)cn12	0	0.2	7	1	0	-1	5	-8
20	CC(C)CCNC(=O)c1cc2c(s1)-c1ccccc1S(=O)(=O)C2	4	-0.4	-2	1	.	4	17	-6
21	O=C(C1CCCO1)N1CCN(c2ccccn2)CC1 (stereo not given)	3	.	2	2	3	-1	-1	-3
22	COc1ccc(Br)cc1S(=O)(=O)N1CCCC1	-3	.	5	-1	.	21	7	.
23	Cc1ccc(NC(=O)N2CCCc3ccccc32)cc1C	3	7.5	3	0	-3	5	2	5
24	CSc1sc(C(=O)N2CCCCC2)c(-c2cccs2)c1C#N	0	.	1	-2	3	-2	5	-4
25	CCS(=O)(=O)Nc1ccc2c(c1)C(=O)N(C)C[C@@H](OC)[C@H](C)CN(C(=O)c1ccc3c(c1)OCO3)[C@H](C)CO2	0	0.0	-7	-4	0	.	-4	-9

Taken from above.
RAD54 inh, `C[C@@H]1CN([C@@H](C)CO)S(=O)(=O)c2ccc(C3=CCCC3)cc2O[C@H]1CN(C)C` : -5
PGC1a acetyl inh, `CN1C(=O)c2cc(NS(=O)(=O)c3ccc(Cl)cc3)ccc2OC[C@H]2O[C@H](CC(=O)O)CC[C@@H]21` : 1

The results go on.
cpd	mol	PglD DTNB	E-sel inducer	RAD54 inh	Cneo AK release	ERAP1 inh	miR122 inh	PGC1a acetyl inh	RAD52 inh
26	CC(=O)c1c(C)[nH]c(C(=O)OCC(=O)Nc2cc(C)on2)c1C	-259	.	1	1	.	-9	-3	.
27	CN(CCCNC(=O)Cn1c(=O)c2cccn2c2ccccc21)Cc1ccccc1	5	0.1	-7	-3	-5	-5	2	-3
28	COc1ccc(OC)c(Nc2nc(NCc3ccco3)nc(N)c2[N+](=O)[O-])c1	-9	2.0	3	0	-3	-5	5	-6
29	O=C(c1ccccc1)N1CCN(c2ccc(Cl)cc2)CC1	-1	.	-7	3	12	-2	5	-5
30	CC(=O)N(C)c1ccc(NC(=O)Nc2ccc(Cl)cc2)cc1	-3	.	12	-2	.	-3	5	-19
31	CN(C)c1ccc(CNC(=O)C2Cc3c(-c4ccccc4Oc4ccccc4)ccnc3O2)cc1 (stereo not given)	1	0.0	1	1	1	.	.	-19
32	CN(C)C(=O)c1ccc(-c2ccc([C@H]3[C@H](CO)N4CCCCN(C(=O)C5CCC5)C[C@@H]34)cc2)cc1	7	.	-2	52	4	8[16.7 µM]	6	9
33	CCNc1ccc(S(N)(=O)=O)cc1[N+](=O)[O-]	6	1.1	-1	0	.	6	.	.
34	CC(C)NC(=O)N[C@@H]1CC[C@H](CC(=O)NCCCN(C)C)O[C@H]1CO	.	0.1	-1	.	.	1[16.7 µM]	-6	.
35	Cn1nnnc1SC(C(=O)Nc1ccc(F)cc1)c1ccccc1 (stereo not given)	.	2.9	1	0	-10	-2	3	-21
36	CCOC(=O)C1=C(N)OC2=C(C(=O)CC(C)(C)C2)C1c1cccnc1 (stereo not given)	-1	.	-9	2	.	-5	1	.
37	C[C@@H]1CN([C@H](C)CO)C(=O)c2cc(NS(=O)(=O)c3cn(C)cn3)ccc2O[C@H]1CN(C)C(=O)Nc1ccc(C(F)(F)F)cc1	-1	-1.1	-1	-3	-1	3[16.7 µM]	5	-5
38	C[C@@H]1CN([C@H](C)CO)C(=O)c2cc(C#CC3CC3)cnc2O[C@H]1CN(C)S(=O)(=O)c1cccc(F)c1	2	-0.3	2	37	-1	3[16.7 µM]	2	15
39	CNc1ccc2ncc(-c3ccc(OC)c(OC)c3)n2n1	5	0.2	16	-1	-4	-12	58*	-12
40	CCOc1ccc(CCNC(=O)Cn2nc(C)c3c(C)n(-c4ccccc4)nc3c2=O)cc1OCC	3	.	1	3	2	-2	-3	-18
41	O=C(N/N=C/c1ccc(OC(=O)c2ccco2)cc1)c1ccncc1	3	-0.2	-1	2	-2	3	-1	-18
42	O=C(c1cc(S(=O)(=O)N2CCCC2)c(Cl)cc1Cl)N1CCCC1	-1	.	0	-1	2	6	-6	-17
43	COc1cc(NC(=O)Cc2ccc(OC)c(S(=O)(=O)N3CCOCC3)c2)c(OC)cc1Cl	-5	0.8	-3	1	2	0	-13	-2
44	Cc1cc(OCC(O)CN2CCOCC2)cc(C)c1Cl (stereo not given)	-7	-0.2	-9	2	7	?	-5	6
45	CC(CC(=O)N1CCN(S(=O)(=O)c2ccccc2)CC1)n1cncn1 (stereo not given)	-6	0.1	21	-2	-5	-1	.	-9
46	CCC1(c2ccccc2)NC(=O)N(CC(=O)Nc2cc(S(=O)(=O)N3CCOCC3)ccc2OC(C)C)C1=O (stereo not given)	-3	0.1	-2	0	1	10	3	-20
47	Cc1nn(CCCC(=O)NCc2ccc(F)cc2)c(C)c1[N+](=O)[O-]	3	2.8	-7	9	3	-13	.	-16
48	O=C(Nc1ccccc1Cl)Nc1cccc2cccnc12	-6	0.1	1	6	-3	3	-6	-2
49	O=C(NCC1CCCCC1)c1ccc2sc([C@H]3C[C@H](O)[C@@H](CO)O3)nc2c1	-3	0.1	0	-1	5	2	-14	-16
50	COc1ccc(NC(=O)c2ccc(OCc3c(C)noc3C)c(OC)c2)cn1	.	0.3	.	.	1	.	-8	-27
51	COc1ccc(-c2noc(CCC(=O)N3CCN(c4cccc(C)c4C)CC3)n2)cc1	0	-0.1	-22	-1	2	-7	?	13
52	COC(=O)[C@H](Cc1ccccc1)NC(=O)[C@@]1(C)C[C@@H]1[C@@H](NC(=O)OCc1ccccc1)c1ccccc1	-4	0.0	5	2	.	-4	-18	-3
53	CO[C@H]1CN(C)C(=O)c2ccc(NC(=O)C3CC3)cc2OC[C@@H](C)N(C(=O)Cc2ccccn2)C[C@H]1C	-3	0.2	-5	-1	0	.	0	8
54	O=C(NNC(=O)C12CC3CC(CC(C3)C1)C2)[C@@H]1C[C@H]1c1ccccc1	-5	6.4	2	-1	1	-4	.	-12
55	COc1cc([C@H]2c3[nH]c4ccccc4c3C[C@H]3C(=O)N4[C@@H](c5cc(OC)c(OC)c(OC)c5)c5[nH]c6ccccc6c5C[C@H]4C(=O)N23)cc(OC)c1OC	0	.	-2	-3	.	-3	-29	.
56	Cc1cccn2c(=O)c3cc(C#N)c(=N)n(Cc4cccnc4)c3nc12	3	.	2	1	.	3	7	.
57	COc1cccc(CC2(CO)CCN(CC3=CC[C@H]4C[C@@H]3C4(C)C)CC2)c1	2	2.3	1	2	19	0	-4	-16
58	O=C(CSc1n[nH]c(=O)n1-c1ccccc1)Nc1ccccc1C(F)(F)F	7	0.4	-6	0	5	-6	5	-5
59	Cc1cc(NC(=O)CCC(=O)N(Cc2ccco2)C2(C(=O)NC3CCCCC3)CCN(C)CC2)no1	-2	.	1	0	.	-22	0	.
60	C[C@]12c3[nH]c4ccccc4c3CCN1C(=O)C(CC(=O)NCCN1CCOCC1)C[C@@H]2C(=O)N1CCCCC1 (stereo not given in full)	0	-0.1	-2	-1	-1	0	-8	1
61	O=C(NCCc1ccc(O)c(O)c1)C1COc2ccccc2O1 (stereo not given)	9	-0.3	-8	0	1	-5	.	-10
62	CCc1nc(SCc2ccc(F)cc2)[nH]c(=O)c1C#N	10	.	-12	2	2	-2	1	-2
63	O=C(COC(=O)c1ccc2c(c1)OCO2)NCc1ccc(Cl)cc1	-2	.	1	0	.	7	0	.
64	COc1ccc(C(=O)N2C[C@H]3[C@@H](c4ccccc42)[C@@H](CO)N3C(=O)NC(C)C)cc1	-2	0.2	-1	3	0	0[16.7 µM]	1	-10
65	O=C(OCC(=O)N1CCNC1=O)c1ccccc1Cl	-2	0.0	-2	1	1	-4	3	0
66	Cc1c(Cl)cccc1N(CC(=O)NC1CCCCC1)S(C)(=O)=O	-1	.	3	-2	.	19	13	.
67	Cc1ccc(CN2CCN(Cc3cccn3-c3ccc(Cl)cn3)CC2CCO)o1 (stereo not given)	2	.	1	0	.	0	0	.
68	Cc1ccc(S(=O)(=O)N(C)C[C@H]2Oc3ccc(NC(=O)CCCN(C)C)cc3CC(=O)N([C@H](C)CO)C[C@H]2C)cc1	-3	0.6	-10	56	1	6[16.7 µM]	-8	2

Compound activity from PubChem.
